# Assay outcomes deposited in PubChem BioAssay by The Scripps Research Institute Molecular Screening Center.
# PP5 primary: inhibitors of human protein phosphatase 5 (PP5); purified PP5c, OMFP substrate fluorescence; AID 1987; P53041; 320,000 tested, 0.18% active; inhibition, % at 6.7 µM;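 active means inhibition above the campaign's mean inhibition across all tested compounds plus 3 SD, cut at about 9.5% in these data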;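 further: 0% = DMSO only and 100% = 100 µM cantharidin control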
# PP1 inh: PP1-alpha (human) inhibition in PP5 counter-screen; 320,000 tested, 0.9% active; P62136; purified PP1alpha, OMFP fluorescence; inhibition, % at 6.7 µM; AID 2235;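 active means inhibition above the mean inhibition of all tested compounds plus 3 SD, computed separately for each screening campaign, cut at about 15% in these data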
# AHR act: human AHR activation; P35869; AHR-responsive luciferase reporter cells, luminescence; activation, % at 5 µM; 320,000 tested, 2.5% active; AID 2796; in the data active means activation above about 47%;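 further: 0% = vehicle wells and 100% = reference agonist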
# Target sequence (P35869 whole entry, looked up): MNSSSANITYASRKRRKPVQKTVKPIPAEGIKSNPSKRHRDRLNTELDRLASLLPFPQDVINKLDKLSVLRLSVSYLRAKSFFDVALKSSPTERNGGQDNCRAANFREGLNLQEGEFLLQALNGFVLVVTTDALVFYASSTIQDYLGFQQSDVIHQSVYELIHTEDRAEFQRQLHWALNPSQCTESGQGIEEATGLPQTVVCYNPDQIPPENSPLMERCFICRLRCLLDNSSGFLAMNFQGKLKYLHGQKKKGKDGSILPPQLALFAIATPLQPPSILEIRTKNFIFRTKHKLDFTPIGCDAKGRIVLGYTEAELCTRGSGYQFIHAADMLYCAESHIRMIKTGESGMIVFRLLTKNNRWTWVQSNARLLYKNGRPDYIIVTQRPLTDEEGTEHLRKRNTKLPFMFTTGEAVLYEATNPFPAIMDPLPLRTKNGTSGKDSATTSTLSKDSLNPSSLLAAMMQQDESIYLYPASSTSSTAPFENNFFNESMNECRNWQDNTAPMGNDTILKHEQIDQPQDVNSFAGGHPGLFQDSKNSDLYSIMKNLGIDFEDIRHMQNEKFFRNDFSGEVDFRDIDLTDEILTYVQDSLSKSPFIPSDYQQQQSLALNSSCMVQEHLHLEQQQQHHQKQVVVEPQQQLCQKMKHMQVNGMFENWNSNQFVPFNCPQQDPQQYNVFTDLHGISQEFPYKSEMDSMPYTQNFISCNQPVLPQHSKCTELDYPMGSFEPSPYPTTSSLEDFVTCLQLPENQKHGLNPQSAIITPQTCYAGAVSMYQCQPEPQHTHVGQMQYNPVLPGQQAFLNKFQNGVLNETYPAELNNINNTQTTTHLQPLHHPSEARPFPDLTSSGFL
# proCasp7 act: activates human procaspase-7, counter-screen for procaspase-3 activators | P55210 | recombinant procaspase-7, Ac-DEVD-pNA absorbance 405 nm; D23A/D198A/D206A triple mutant, cannot self-cleave; scale: DMSO 0, 5 µM enzyme 100 | activation, % at 8.5 µM | 330,000 tested, 0.093% active;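 active means percent activation above the screen-wide mean plus 3 SD, cut at about 25% in these data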
#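 Assay system: Uncleavable procaspase-7 mutant enzyme; Input: 2 µM procaspase-7 mutant as dispensed; Also added: DEVD-pNA substrate; Medium: Zinc-free HEPES pH 7.4 with 300 mM NaCl, 0.01% Triton X-100; Timing: 1 h compound preincubation, 2 h substrate cleavage, 25 °C; Measured by: Epi-absorbance of released pNA at 405 nm, two timepoints.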
# HCV core dimer: blocks dimerization of HCV core protein; 300,000 tested, 0.33% active; AID 1899; TR-FRET GST/Flag-core106 dimerization, 1536-well; inhibition, % at 5 µM;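 active means inhibition above the mean of all tested compounds plus 3 SD, set per screening campaign, cut at about 45% in these data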
#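 System – GST-tagged and Flag-tagged HCV core protein residues 1-106 · Repeats – one well for each compound · Technique – TR-FRET 671 and 617 nm emission · Doses – one concentration, 5 µM, in 0.5% DMSO · Times – 4 h, 22.5 °C incubation · Also added – Eu donor and XL665 acceptor anti-tag antibodies · Measure – percent inhibition of core106 dimerization signal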
# proCasp3 act: activates human procaspase-3; P42574; activation, % at 8.5 µM; recombinant procaspase-3 D3A, Ac-DEVD-pNA absorbance 405 nm; AID 463141; 330,000 tested, 0.11% active;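 active means activation above the mean of all tested compounds plus 3 SD, cut at about 21% in these data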;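 further: 0% = DMSO alone and 100% = DMSO wells spiked with extra 5 µM PC-3 D3A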
#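 Technique: 405 nm absorbance of p-nitroaniline, reads at 0 and 120 min; Test system: Procaspase-3 D3A mutant; Incubation: 1 h enzyme-compound preincubation, then 2 h substrate reaction, 25 °C; Repeats: singlicate, each compound tested once; Benchmarks: low control DMSO wells, high control DMSO plus 5 µM PC-3 D3A.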
# Fh CTSL1 inh: counter-screen for PFM18AAP inhibitors: inhibitors of F. hepatica cathepsin L1; recombinant F. hepatica cathepsin L1, Z-Leu-Arg-MCA fluorescence; inhibition, % at 5.96 µM; 300,000 tested, 0.49% active;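 active means inhibition above the mean of all tested compounds plus 3 SD, set per screening campaign, cut at about 17% in these data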;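 further: 0% = plate median of test compound wells and 100% = 1 µM Z-Phe-Ala-diazomethylketone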
# TPT1 inh: blocks Candida albicans tRNA 2'-phosphotransferase; recombinant caTPT1, FP RNA substrate dephosphorylation; 300,000 tested, 0.81% active; inhibition, % at 5 µM;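 active means inhibition above the mean of all tested compounds plus 3 SD, set per screening campaign, cut at about 24% in these data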;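 further: plate controls were DMSO alone for no effect and ferristatin control at 100 nM for full effect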
# PAFAH2 FP inh: inhibitors of human PAFAH2; inhibition, % at 3.39 µM; recombinant PAFAH2, FP-rhodamine activity probe, fluorescence polarization; Q99487; 340,000 tested, 0.99% active;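 active means inhibition above the mean over all tested compounds plus 3 SD, cut at about 30% in these data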;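 further: inhibitors block probe labeling of enzyme so polarization drops; 0% = enzyme with DMSO and 100% = wells lacking PAFAH2 protein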
# * hit, by the source's call; · = no result given. An unsorted share of the library; overall some 5.6% were active at least once.
# Value order: PP5 primary	PP1 inh	AHR act	proCasp7 act	HCV core dimer	proCasp3 act	Fh CTSL1 inh	TPT1 inh	PAFAH2 FP inh
1: Cn1c(CNC(=O)Nc2cccc(Cl)c2)nnc1SCc1ccccc1
    2.2	2	10	1	0	-5	-1	-4	-5
2: O=C(c1cccc(F)c1)N1CCN(c2ccc([N+](=O)[O-])c3cccnc23)CC1
    -3.6	-2	1	-12	-8	-1	-5	5	-8
3: COc1cccc2c1C(=O)C=C(C)C2=O
    3.8	3	38	-7	-64	-6	10	-2	3
4: Cc1cc(C(F)(F)F)nn2cnnc12
    1.4	3	2	6	-3	8	-2	0	6
5: CC(C)(CNC(=O)c1ccc(Cl)c(S(=O)(=O)N2CCc3ccccc3C2)c1)N1CCOCC1
    3.5	-4	1	-4	5	-3	5	-6	3
6: COc1ccc(CCNC(=O)NC23CC4CC(CC(C4)C2)C3)cc1
    3.8	-1	2	0	-3	1	0	2	12
7: CC1CC(C)CN(S(=O)(=O)N2CCCC(C(=O)NCCc3ccc(Cl)cc3)C2)C1 (stereo unspecified)
    3.0	-3	1	-5	6	1	2	-5	0
8: CCc1noc(C)c1C(=O)NC1CCCc2c1cnn2-c1cc(C)cc(C)c1 (stereo unspecified)
    1.9	-3	0	3	-11	6	2	0	2
9: O=S(=O)(Nc1ccc(S(=O)(=O)Nc2nccs2)cc1)c1ccc2c(c1)OCCO2
    3.4	-5	0	-10	5	-9	-2	-2	0
10: Cc1ccc(-n2ccnc2SCC(=O)N(CC(C)C)C2CCS(=O)(=O)C2)c(C)c1 (stereo unspecified)
    2.5	-3	3	2	-1	-4	-1	-6	-4
11: CN(CC(=O)NCc1ccccc1Cl)S(=O)(=O)c1ccc2c(c1)n(C)c(=O)c(=O)n2C
    -0.2	-2	4	7	6	0	0	1	0
12: Cc1ccc(CNC(=O)CCSCc2cccc(F)c2)cc1
    -1.1	-1	0	7	-4	-9	-1	-3	0
13: CCCCOCC(O)CN1CCN(C(C)=O)CC1 (stereo unspecified)
    -3.5	-3	-1	4	2	4	4	-4	2
14: COc1cc(C(O)CO)ccc1OS(=O)(=O)O (stereo unspecified)
    -2.1	-2	-1	1	11	-4	-2	-3	8
15: c1ccc(-c2[nH]ncc2-c2nc3ccccc3[nH]2)cc1
    2.6	-4	2	-3	-4	9	-2	3	3
16: O=C(NCc1cccs1)c1cnc(Cl)c(Cl)c1
    0.0	-5	1	7	-1	-7	1	1	-1
17: Cc1cccc(Oc2nc3ccccn3c(=O)c2/C=C(\C#N)C(=O)NC2CCS(=O)(=O)C2)c1 (stereo unspecified)
    0.3	4	14	2	2	-2	-4	-1	-1
18: COc1ccccc1NC(=O)CSc1nnc(C2CCCCC2)n1C
    0.6	-7	3	0	-4	10	-5	-1	-1
19: O=C(N/N=C/c1c[nH]c2ccc(Br)cc12)C1CC1
    -0.2	-4	10	-6	0	9	3	1	-1
20: O=C(c1cc2cc([N+](=O)[O-])ccc2oc1=O)N1CCOCC1
    -2.5	-1	4	3	1	6	0	-3	0
21: O=S(=O)(N/N=C/c1ccc(N2CCOCC2)cc1)c1ccccc1
    -2.7	-6	2	0	2	-2	2	14	1
22: Cc1cc(C)c(S(C)(=O)=O)c(S(=O)c2ccc(Cl)cc2)n1 (stereo unspecified)
    -0.8	-4	-2	-2	-2	4	1	1	-5
23: COc1ccc(-c2[nH]ncc2[C@@H]2C[C@H]3CN(Cc4ccccc4C)C(=O)[C@]34CCCN24)cc1
    -1.2	4	0	-1	25	-2	-1	4	-2
24: COc1ccc(OC)c(S(=O)(=O)N2CCN(Cc3ccccc3)CC2)c1
    1.7	-7	2	-7	-5	6	-4	0	-3
25: Cc1nc2sccn2c(=O)c1S(=O)(=O)NCc1ccccc1
    -1.4	1	1	11	-8	-11	4	-3	0
26: Cc1ccc2nc(-c3cccc(Br)c3)cc(C(=O)NCC3CCCO3)c2c1 (stereo unspecified)
    0.2	0	0	0	3	2	2	-1	-1
27: O=C(N/N=C/c1ccncc1)c1ccc(NC(=O)c2cccc(Cl)c2)cc1
    2.0	12	3	-1	-20	3	1	5	-3
28: COc1cc(/C=N/NC(=O)CCn2c3ccccc3c3ccccc32)cc(OC)c1OC
    4.4	2	13	-4	-2	5	0	4	-11
29: CCOC(=O)CCCNC(=O)CCNC(=O)c1ccc(OCC)cc1
    1.2	-4	-1	5	-2	9	-1	2	9
30: CCn1c(CNc2ccc(F)cc2)nnc1SCC(=O)Nc1ccc(OC)cc1
    -1.1	0	3	4	3	3	-1	2	-1

# Sorted by the number under HCV core dimer (low to high): some entries from above
No.	structure	HCV core dimer
15	c1ccc(-c2[nH]ncc2-c2nc3ccccc3[nH]2)cc1	-4
4	Cc1cc(C(F)(F)F)nn2cnnc12	-3
29	CCOC(=O)CCCNC(=O)CCNC(=O)c1ccc(OCC)cc1	-2
10	Cc1ccc(-n2ccnc2SCC(=O)N(CC(C)C)C2CCS(=O)(=O)C2)c(C)c1 (stereo unspecified)	-1
20	O=C(c1cc2cc([N+](=O)[O-])ccc2oc1=O)N1CCOCC1	1
26	Cc1ccc2nc(-c3cccc(Br)c3)cc(C(=O)NCC3CCCO3)c2c1 (stereo unspecified)	3

# Continuation.
# Value order: PP5 primary	PP1 inh	AHR act	proCasp7 act	HCV core dimer	proCasp3 act	Fh CTSL1 inh	TPT1 inh	PAFAH2 FP inh
31: COCCN(C(=O)c1oc2ccccc2c1COC)c1c(N)n(CC(C)C)c(=O)[nH]c1=O
    0.7	-3	0	7	·	3	·	·	-4
32: CSc1nc2ccccc2c(=O)n1N
    -0.5	-1	1	2	-2	7	1	-1	-3
33: Cc1ccc(S(=O)(=O)N(C)C)cc1NC(=S)N1CCCCC1CO (stereo unspecified)
    2.2	-7	3	2	-3	7	0	-3	3
34: COc1ccc(CN2CCCC(C(=O)N3CCCC3)C2)cc1 (stereo unspecified)
    2.9	5	-2	2	10	15	2	-6	-2
35: CCCCc1nc2cc(C(=O)N3CCCC3)ccc2o1
    0.0	-4	5	6	-4	-8	0	-3	13
36: CCC(C(=O)n1cccc1C#N)c1ccccc1C (stereo unspecified)
    1.1	0	1	7	·	8	·	·	2
37: CC1(C)Cc2c(cnn2-c2cccc(F)c2)C(NC(=O)CSc2ccccn2)C1 (stereo unspecified)
    2.5	-4	1	-5	6	-6	4	-2	1
38: CSc1nc(N)c(C(=O)NC2CCCCC2)s1
    1.1	0	14	5	-4	-1	-1	1	-3
39: CCOC(=O)c1ccc(NC(=O)N2CCN(c3cccc(OC)c3)CC2)cc1
    2.0	0	5	4	0	-4	-1	5	-7
40: CS(=O)(=O)N1CCC2(CC1)OCCN2S(=O)(=O)c1ccccc1
    -0.8	-5	-3	9	-5	1	-3	0	5
41: Cc1nn(CC(=O)NNC(=O)c2ccccc2F)c([N+](=O)[O-])c1Br
    0.2	-2	0	-5	4	-3	0	0	·
42: C#CCOCCOCCOCCNc1nc(N2CCN(C(=O)[C@H]([C@@H](C)CC)n3cc(CCCCN)nn3)CC2)nc(N2CCN(C(=O)[C@H](CCCCN)n3cc(CC(C)O)nn3)CC2)n1 (stereo partly specified)
    3.2	1	3	4	-13	-4	1	2	-5
43: COc1cc(C(=O)O)ccc1OCC(=O)N1CCOCC1
    0.4	-4	0	2	-2	0	3	-5	7
44: CC(C)C1C(=O)NC(=S)N1S(=O)(=O)c1ccc(C(C)(C)C)cc1 (stereo unspecified)
    0.8	3	1	15	15	4	4	-8	9
45: Cc1occc1C(=O)Nc1sc2c(c1C(N)=O)CCC(C(C)(C)C)C2 (stereo unspecified)
    0.2	-3	-1	1	6	3	-4	2	-7
46: CCOC(=O)C1C(=O)CC(C)(O)C(C(=O)OCC)C1c1ccc([N+](=O)[O-])cc1 (stereo unspecified)
    0.2	1	-1	5	-1	-6	3	-3	-1
47: O=C(Nc1cc(Cl)ccc1F)C1=COCCO1
    2.0	2	-1	2	-7	2	6	4	7
48: Cn1cc(-c2nnnn2-c2ccc(Cl)cc2)c(C(F)(F)F)n1
    0.1	-1	-1	3	0	3	-1	-1	4
49: Cc1cc(=O)n2[nH]c(C)c(-c3ccccc3)c2n1
    -2.2	-1	5	-3	-6	-3	-3	-4	3
50: COc1ccccc1NC(=O)c1ccccc1S(=O)(=O)c1ccccc1[N+](=O)[O-]
    -1.9	-12	1	-3	-7	11	-2	3	-6
51: Cc1ccc(NC(=O)CCC(=O)OCC(=O)c2ccc(Oc3ccc([N+](=O)[O-])cc3)cc2)c(C)c1
    -0.4	3	1	-2	4	-3	-17	-1	-6
52: Cc1nn(-c2ccc([N+](=O)[O-])cc2)c(N)c1-c1ccccc1
    0.5	0	14	-5	-3	-4	1	-2	5
53: O=C(Nc1ccc(S(=O)(=O)N2CCCCC2)cc1)C1CC(=O)N(c2ccccc2)C1 (stereo unspecified)
    3.9	-5	0	-3	14	-3	-1	-3	-3
54: CCc1c(C)c(C#N)c2nc3ccccc3n2c1Nc1c(C)n(C)n(-c2ccccc2)c1=O
    -0.8	1	1	4	-6	-3	2	0	6
55: COc1ccc(C2C=C(C)Nc3nc(SC)nn32)cc1 (stereo unspecified)
    1.6	1	-3	4	2	1	0	-1	6
56: CCc1cc2c(SCC(=O)C(C#N)=C3N(C)c4ccccc4N3C)ncnc2s1
    1.6	-2	8	2	11	-1	2	3	0
57: O=C(c1ccc([N+](=O)[O-])cc1)N(C1=NCCCCS1)c1ccccc1
    0.1	1	1	0	-5	-1	0	-3	4

# Exported with tabs: part of the list above.
nr	compound	PP5 primary	PP1 inh	AHR act	proCasp7 act	HCV core dimer	proCasp3 act	Fh CTSL1 inh	TPT1 inh	PAFAH2 FP inh
34	COc1ccc(CN2CCCC(C(=O)N3CCCC3)C2)cc1 (stereo unspecified)	2.9	5	-2	2	10	15	2	-6	-2
35	CCCCc1nc2cc(C(=O)N3CCCC3)ccc2o1	0.0	-4	5	6	-4	-8	0	-3	13
36	CCC(C(=O)n1cccc1C#N)c1ccccc1C (stereo unspecified)	1.1	0	1	7	·	8	·	·	2
